Jurkat NFkB inh = inhibitors of the PMA/ionomycin-induced NF-kB reporter in Jurkat cells; PMA/ionomycin-induced NF-kB luciferase reporter, luminescence; inhibition, % at 4 µM; actives 0.53% (n = 330,000); AID 435003; in the data active means inhibition above about 50%
697 NFkB inh = inhibitors of the PMA/ionomycin-induced NF-kB reporter in 697 B cells | 697 B-cell NF-kB luciferase reporter, 16 h | AID 435022 | actives 0.33% (n = 330,000) | inhibition, % at 4 µM; in the data active means inhibition above about 35%
UBC13 inh = blocks human UBC13 polyubiquitin chain formation. TR-FRET. inhibition, % at 20 µM. actives 0.47% (n = 330,000). AID 485273; in the data active means inhibition above about 45%, passing the limit was not always enough
Target sequence (P61088 whole entry, looked up): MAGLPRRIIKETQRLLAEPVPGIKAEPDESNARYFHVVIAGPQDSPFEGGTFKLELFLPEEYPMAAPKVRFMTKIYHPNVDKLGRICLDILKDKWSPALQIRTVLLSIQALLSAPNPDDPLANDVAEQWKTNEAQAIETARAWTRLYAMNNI
CXCR6 block = CXCR6 (human) receptor inhibition; actives 0.36% (n = 360,000); CHO-K1 PathHunter CXCR6 beta-arrestin, luminescence; inhibition, % at 20 µM; O00574; in the data active means inhibition above about 34%, passing the limit was not always enough;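 further: antagonist mode with CXCL16 agonist at 10 nM final; 0% = 10 nM CXCL16 with DMSO and 100% = unstimulated wells without agonist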
CCR6 antag = antagonists of human CCR6 receptor; inhibition, % at 20 µM; actives 0.49% (n = 340,000); CHO-K1 CCR6 PathHunter beta-arrestin, luminescence, CCL20-stimulated;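 active means compounds whose inhibition of the agonist-driven luminescence signal at 20 µM reaches about 50%, limit read from the data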;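 further: cells stimulated with CCL20 at 14 nM final; plate controls were DMSO with CCL20 for no effect and DMSO without agonist for full effect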
Target sequence (P51684 whole entry, looked up): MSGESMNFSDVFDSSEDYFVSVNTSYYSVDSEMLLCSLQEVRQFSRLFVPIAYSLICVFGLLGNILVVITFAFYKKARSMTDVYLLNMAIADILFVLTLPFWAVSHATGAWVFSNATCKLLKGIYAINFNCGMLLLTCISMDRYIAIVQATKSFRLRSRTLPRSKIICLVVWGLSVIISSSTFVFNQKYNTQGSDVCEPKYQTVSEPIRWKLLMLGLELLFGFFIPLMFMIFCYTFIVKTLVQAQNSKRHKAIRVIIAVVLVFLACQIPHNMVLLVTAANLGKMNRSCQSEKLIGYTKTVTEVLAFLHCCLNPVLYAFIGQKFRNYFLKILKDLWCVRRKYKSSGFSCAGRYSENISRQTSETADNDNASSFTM
APJ antagonist = antagonists of human APJ apelin receptor; CHO-K1 APJ beta-arrestin complementation, luminescence; inhibition, % at 20 µM; actives 0.32% (n = 330,000); AID 2521;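 active means inhibition above about 40% at 20 µM, limit read from the data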;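 further: cells challenged with 10 nM apelin-13 agonist together with compound; plate controls were apelin-13 plus DMSO wells for no effect and DMSO wells lacking apelin-13 for full effect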
Gli-Sufu block = blocks Gli-Sufu signaling in a luciferase reporter | AID 588413 | actives 0.74% (n = 340,000) | Sufu-KO-LIGHT fibroblasts, Gli luciferase reporter luminescence | inhibition, % at 5 µM;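 active means inhibition above about 55%, limit read from the data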;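 further: 0% = DMSO-treated cells and 100% = wells with medium but no cells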
EBI2 antag = antagonists of human EBI2 receptor | EBI2 beta-arrestin recruitment, luminescence, 7a,25-OHC stimulated | actives 0.81% (n = 360,000) | P32249 | inhibition, % at 5 µM; in the data active means inhibition above about 38%;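 further: enzyme fragment complementation signal reports receptor beta-arrestin coupling in cells; 0% = agonist plus DMSO wells and 100% = wells without agonist; some results beyond the cut were filed as inactive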
Target sequence (P32249 whole entry, looked up, the tested form may be a part): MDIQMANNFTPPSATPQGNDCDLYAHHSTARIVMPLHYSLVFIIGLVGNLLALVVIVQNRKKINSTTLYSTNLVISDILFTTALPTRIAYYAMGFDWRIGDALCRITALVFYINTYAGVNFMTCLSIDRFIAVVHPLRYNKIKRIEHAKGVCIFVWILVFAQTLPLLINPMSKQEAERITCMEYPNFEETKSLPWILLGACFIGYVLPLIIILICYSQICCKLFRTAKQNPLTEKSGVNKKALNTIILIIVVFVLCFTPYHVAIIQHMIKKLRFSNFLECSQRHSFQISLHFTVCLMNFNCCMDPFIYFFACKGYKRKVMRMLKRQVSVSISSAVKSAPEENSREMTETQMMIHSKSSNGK
Starred values were filed as active, the others as inactive; . = no result given.

SMILES	Jurkat NFkB inh	697 NFkB inh	UBC13 inh	CXCR6 block	CCR6 antag	APJ antagonist	Gli-Sufu block	EBI2 antag
CCN(CC)Cc1c(C(=O)N/N=C/c2cccnc2)nnn1-c1nonc1N	6.2	9.9	-6.0	2.4	1.7	-7.2	-8.4	2.9
CCCc1cc(C(=O)NCCc2ccccc2)no1	-71.6	-61.2	6.3	0.3	8.8	16.4	-72.0	-1.0
O=C(Nc1ccccc1C(F)(F)F)c1ccsc1	-8.4	6.8	2.1	1.1	1.9	3.6	-3.8	-2.7
Nc1nnc(SCC(=O)Nc2cc(F)ccc2F)s1	-1.9	14.6	3.1	-3.4	11.9	-7.8	-7.1	-26.3
COc1cc(-c2nnc(SCC(=O)N3CCCC3)o2)cc(OC)c1OC	-6.9	16.6	3.7	-2.2	9.8	-10.2	-1.2	-23.7
Cc1cc(OCc2cc3c(cc2Cl)OCO3)c2c(C)cc(=O)oc2c1	2.5	10.4	7.0	-6.9	13.6	5.1	3.3	29.6
CC(=O)NC12CC3CC(C1)CC(C(=O)N1CCN(S(=O)(=O)c4cccs4)CC1)(C3)C2	-6.8	7.2	0.6	-7.6	5.4	10.5	-3.6	4.8
COc1ccc(-n2nc(C(=O)NCC(=O)NCc3ccccc3OC)c3ccccc3c2=O)c(OC)c1	-7.0	-63.4	-16.4	-1.4	6.0	6.5	1.3	-0.1
CC1CCC2C(=O)N(c3cccc(OS(=O)(=O)c4ccccc4)c3)C(=O)C2C1 (stereo unspecified)	3.1	21.2	-2.9	-1.9	7.8	5.4	11.2	-3.3
COc1ccc(COc2ccccc2C(N)=O)cc1F	-11.5	-10.5	7.3	1.3	20.6	-2.7	-9.8	-2.7
CCOC(=O)c1cc(S(=O)(=O)N2CCN(C(=O)OCC)CC2)cn1C	6.0	9.8	-1.9	3.6	12.0	-17.6	-16.4	9.4
O=c1cc(-c2ccccc2)oc2cccc(O)c12	.	.	.	7.3	11.8	.	-43.3	10.1
Cn1c(CNc2ccccc2)cc(=O)n(C)c1=O	-9.1	-0.2	0.0	4.6	1.5	-2.3	-1.3	-2.2
COc1ccc(C(=O)NC(=S)NNC(=O)c2cnccn2)cc1	16.7	7.7	13.1	-5.0	20.5	-20.5	5.6	-13.2
CC(=O)c1ccc(Cc2ccc(C(C)=O)cc2)cc1	1.0	30.7	5.7	2.8	13.0	11.6	-8.3	0.6
COc1cccc(CN(C)CC(=O)NC(=O)NCc2ccco2)c1	10.0	-9.4	-1.4	-5.0	10.5	-1.8	4.6	3.3
COc1cccc(C2c3[nH]c4ccccc4c3C[C@H]3C(=O)N(CCCCCO)CC(=O)N23)c1 (stereo partly specified)	10.5	15.9	-0.8	-1.8	1.3	-1.9	.	4.8
C=CCn1nnnc1-c1cc(Cl)cc(Cl)c1	2.2	-1.5	5.8	2.2	7.3	13.8	2.2	-4.3
CCCCNC(=S)NNC(=O)c1csc2c1CCC(C)C2 (stereo unspecified)	-15.6	12.5	-5.0	4.3	23.7	5.1	-3.5	-9.5
COc1cccc(OCC(O)CN2CCN(c3ccc(Cl)cc3)CC2)c1 (stereo unspecified)	9.4	9.7	6.2	-5.0	3.4	6.3	2.8	12.6
CC(=O)OCC(=O)Nc1ccc(Cl)cc1Cl	9.9	3.2	-5.3	-1.9	0.3	-5.8	7.7	-2.5
COc1ccccc1N=NC1C(=O)N(C(N)=S)N=C1C (stereo unspecified)	-1.6	-4.4	-125.4	2.9	18.3	36.6	6.8	9.4
COCCNC(=O)c1ccc2c(=O)n(Cc3ccco3)c(SCC(=O)NC3CCCC3)nc2c1	4.4	15.7	-1.3	-3.3	-28.4	-1.8	8.7	2.7
CCC(=O)Nc1cc(C)c(NC(=O)c2ccco2)cn1	-8.8	6.7	-0.3	9.1	1.8	9.1	-13.0	4.6
CC(Sc1ccc(Cl)cc1)C(=O)Nc1ccccc1-c1ccccc1 (stereo unspecified)	.	.	.	5.9	28.7	.	4.0	41.4
Cc1ccc2nsnc2c1S(=O)(=O)NC1CC1	5.7	4.2	1.8	-1.0	7.2	23.6	14.4	-1.0
CCCCOc1ccc(C2=CSC3=NCCN23)cc1[N+](=O)[O-]	-19.9	-16.9	8.5	-1.4	6.7	1.1	27.0	14.0
COc1ccc2nc(NC(=O)C34CC5CC(CC(NC(C)=O)(C5)C3)C4)sc2c1	-29.7	-65.8	1.6	5.4	-0.4	9.6	-35.9	0.4
O=C(NNC1CC(=O)N(c2ccc3c(c2)OCCO3)C1=O)c1ccc(Cl)cc1 (stereo unspecified)	9.1	5.1	6.8	-3.9	2.0	6.6	-7.4	-5.3
CCOC(=O)C1=C(Nc2ccc(OC)cc2)OCC1=O	-0.4	-0.9	-1.8	3.0	9.7	16.0	1.6	2.1
Nc1nnc2cc(Cl)ccc2n1	.	.	.	3.1	5.3	.	2.3	-0.6
COc1ccc(NC(=O)COC(=O)CO/N=C(\C)c2ccc3c(c2)OCO3)cc1S(N)(=O)=O	8.1	15.5	1.6	-2.0	-0.3	-12.8	-19.1	7.1
O=C1CC2(CCN(S(=O)(=O)c3ccccc3F)CC2)Oc2ccccc21	1.2	9.0	5.2	12.7	18.6	3.2	-7.1	-8.6
COC(=O)c1ccc(NC(=O)C(=O)N2CCN(C(=S)NCCc3ccccc3)CC2)cc1	-3.6	-4.7	-5.2	1.7	-6.1	-3.9	1.2	-2.2
O=C(Nc1cccc(Cl)c1)c1ccc2ncsc2c1	-44.9	-95.7	10.2	-10.4	13.7	1.8	-63.9	0.2
CCc1ccc(NC(=O)c2cnc3scc(C)n3c2=O)cc1	-50.7	-66.8	-0.4	9.5	-4.4	10.0	-41.6	3.2
Cc1cc(C)c(C)c(S(=O)(=O)N2CCN(C(=O)c3cc(S(=O)(=O)N4CCOCC4)ccc3F)CC2)c1C	6.8	-0.3	13.5	3.4	10.8	1.3	1.2	18.3
O=C(COC(=O)c1cnc(Cl)c(Cl)c1)NCc1cccs1	-2.2	7.7	-1.9	-8.8	-0.8	7.5	-6.5	0.6
O=c1[nH]cnc2scc(-c3ccccc3)c12	23.9	18.8	7.3	6.0	-16.9	21.4	0.3	-11.6
N#C/C(=C\c1ccc(OCc2cccc(C(=O)O)c2)cc1)C(=O)NCc1ccco1	-50.6	-153.7	-18.6	3.8	12.9	1.4	-100.6	4.1
COc1cccc(CN(C)CC(=O)Nc2ccccc2C(C)C)c1	9.6	6.4	6.1	3.8	3.8	-5.7	-0.4	-4.2
COc1c(F)c(F)c(C(=O)Nc2ccc3oc(-c4ccncc4)nc3c2)c(F)c1F	-13.4	-16.9	-17.3	-7.3	-0.7	-15.1	1.4	2.0
CC(C)[C@H](NC(=O)c1ccccc1Cl)C(=O)OCC(=O)Nc1ccc(S(=O)(=O)N2CCOCC2)cc1	4.2	-7.6	-1.8	-2.3	13.8	-0.1	1.6	9.1
CCOc1ccc(N(CC(=O)Nc2ccc(OC)cc2OC)S(=O)(=O)c2c(C)[nH]c(=O)[nH]c2=O)cc1	-22.6	-20.3	-17.7	1.3	8.1	-0.8	-3.1	0.4
O=S(=O)(Nc1ccc(Cl)cn1)c1ccccc1	0.6	5.2	4.1	-2.9	11.4	0.9	-1.2	2.2
COc1cccc(SCc2noc(C(=O)NC(C)C)c2C(=O)O)c1	4.1	22.7	-11.6	1.3	4.9	2.6	2.4	-7.0
Cn1cccc1C(=O)NC(=O)COC(=O)CNS(=O)(=O)c1ccc(Br)cc1	3.1	8.9	2.9	-4.4	-16.9	-3.3	-4.2	-12.2
Fc1cccc(CSc2ccc3nnc(-c4cccnc4)n3n2)c1	4.0	-0.3	11.0	1.1	3.6	-9.1	6.3	24.9
COc1cccc(NC(=O)c2cc(-c3ccc(OC)cc3OC)nc3ccccc23)c1	-19.7	10.3	-8.8	5.2	15.0	0.0	2.4	-8.4
CC1(c2ccccc2)NC(=O)N(CC(=O)Nc2cc(Cl)ccc2N2CCOCC2)C1=O (stereo unspecified)	4.7	18.5	23.3	3.4	-1.8	12.9	0.3	3.0
COc1ccccc1/C=C/C=N/N1CCN(c2ccccn2)CC1	7.0	-11.0	6.0	-3.7	26.5	10.9	-4.7	-9.4
C/C(=N\NC(=O)c1c(Br)c(C)nn1C)c1ccc(NC(=O)c2ccoc2C)cc1	-35.7	-61.1	-7.0	-2.1	4.0	-13.2	-6.5	-7.9
CC(=O)c1c(C)[nH]c(C(=O)OCC(=O)Nc2ccc(C)cc2[N+](=O)[O-])c1C	61.7*	48.5*	-2.8	-12.7	14.5	-3.4	77.3*	-10.2
CCN(CC(=O)Nc1ccc(NC(C)=O)cc1)C(=O)Cc1c(Cl)cccc1Cl	14.5	19.6	1.9	6.1	14.6	8.1	-6.6	0.0
O=C(Nc1cccc(F)c1)N1CC=C(c2ccc(Cl)cc2)CC1	-15.8	-22.4	-8.1	-2.5	27.2	-14.0	-18.4	26.4
Cc1oc(-c2ccc(Cl)cc2)nc1CN1CCC(C(=O)NCCCN2CCCC(C)C2)CC1 (stereo unspecified)	43.1	-4.3	7.2	-1.6	21.5	26.5	23.2	-6.7
CCN(CC)c1ccc2cc(-c3nc4ccccc4[nH]3)c(=O)oc2c1	-149.4	-303.4	-18.4	-14.0	-12.3	-40.7	-58.1	2.0
COc1cc(OC)cc(C(=O)NCC(=O)OCC(=O)N2CC(C)CC(C)C2)c1 (stereo unspecified)	11.7	-6.3	4.7	0.4	-6.5	-0.5	-15.0	1.0
Cc1noc(C)c1NC(=O)Nc1ccc2c(c1)C(=O)N([C@H](C)CO)C[C@H](C)[C@@H](CN(C)S(C)(=O)=O)O2	-19.2	-3.2	-9.6	7.9	2.6	6.0	-12.1	-2.4
O=C(Nc1ncc(Cc2cccc(C(F)(F)F)c2)s1)c1ccc(-c2cccc([N+](=O)[O-])c2)o1	5.2	-23.1	-4.7	-1.3	22.2	4.3	10.8	-0.3

Next section; the last five above are carried over.
SMILES	Jurkat NFkB inh	697 NFkB inh	UBC13 inh	CXCR6 block	CCR6 antag	APJ antagonist	Gli-Sufu block	EBI2 antag
Cc1oc(-c2ccc(Cl)cc2)nc1CN1CCC(C(=O)NCCCN2CCCC(C)C2)CC1 (stereo unspecified)	43.1	-4.3	7.2	-1.6	21.5	26.5	23.2	-6.7
CCN(CC)c1ccc2cc(-c3nc4ccccc4[nH]3)c(=O)oc2c1	-149.4	-303.4	-18.4	-14.0	-12.3	-40.7	-58.1	2.0
COc1cc(OC)cc(C(=O)NCC(=O)OCC(=O)N2CC(C)CC(C)C2)c1 (stereo unspecified)	11.7	-6.3	4.7	0.4	-6.5	-0.5	-15.0	1.0
Cc1noc(C)c1NC(=O)Nc1ccc2c(c1)C(=O)N([C@H](C)CO)C[C@H](C)[C@@H](CN(C)S(C)(=O)=O)O2	-19.2	-3.2	-9.6	7.9	2.6	6.0	-12.1	-2.4
O=C(Nc1ncc(Cc2cccc(C(F)(F)F)c2)s1)c1ccc(-c2cccc([N+](=O)[O-])c2)o1	5.2	-23.1	-4.7	-1.3	22.2	4.3	10.8	-0.3
COC(=O)c1sccc1NC(=O)COc1ccc(Cl)cc1Cl	-9.7	-10.6	-14.0	3.0	8.8	-8.3	-58.9	5.6
COc1ccccc1N1CCN(Cc2cc(OC)c3c(c2)OCO3)CC1	-10.5	8.3	3.8	0.4	-4.1	2.6	60.1*	-10.0
COc1ccc(CNc2ccccc2SC)cc1OC	-23.7	-49.5	6.1	0.4	2.0	8.7	-1.4	0.3
Cc1ccc(S(=O)(=O)N2CCC(C(=O)OCCOc3ccccc3)CC2)cc1C	0.7	-10.4	-1.4	-8.6	12.6	10.4	-2.5	45.5*
Cc1c(C(=O)NC2CCCc3ccccc32)oc2ccc(S(=O)(=O)N3CCCC3)cc12 (stereo unspecified)	-8.5	-22.3	-1.1	3.2	-2.8	10.4	5.5	18.7
C[C@@H]1CN([C@@H](C)CO)C(=O)c2cccc(NC(=O)Nc3ccccc3)c2O[C@H]1CN(C)C(=O)Nc1cccc2ccccc12	-5.0	-13.2	15.6	-9.7	-2.7	-2.8	-4.3	1.3
COc1cccc(CN(C)Cc2c(O)ccc3ccccc23)c1	-16.0	3.8	4.1	2.1	4.4	-30.1	-1.3	-6.9

Two entries from above, as comma-separated lines.
Molecule,Jurkat NFkB inh,697 NFkB inh,UBC13 inh,CXCR6 block,CCR6 antag,APJ antagonist,Gli-Sufu block,EBI2 antag
Cc1ccc(S(=O)(=O)N2CCC(C(=O)OCCOc3ccccc3)CC2)cc1C,0.7,-10.4,-1.4,-8.6,12.6,10.4,-2.5,45.5*
COc1ccc(CNc2ccccc2SC)cc1OC,-23.7,-49.5,6.1,0.4,2.0,8.7,-1.4,0.3

Screening data (PubChem BioAssay)
